# APJ antag – APJ receptor antagonism | P35414 | CHO-K1 APJ beta-arrestin complementation, luminescence | inhibition, % at 20 µM | actives 0.32% (n = 330,000) | AID 2521;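 active = inhibition above about 40% at 20 µM, limit read from the data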;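 note: cells challenged with 10 nM apelin-13 agonist together with compound; plate controls were apelin-13 plus DMSO wells for no effect and DMSO wells lacking apelin-13 for full effect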
# Target sequence (P35414 whole entry, looked up): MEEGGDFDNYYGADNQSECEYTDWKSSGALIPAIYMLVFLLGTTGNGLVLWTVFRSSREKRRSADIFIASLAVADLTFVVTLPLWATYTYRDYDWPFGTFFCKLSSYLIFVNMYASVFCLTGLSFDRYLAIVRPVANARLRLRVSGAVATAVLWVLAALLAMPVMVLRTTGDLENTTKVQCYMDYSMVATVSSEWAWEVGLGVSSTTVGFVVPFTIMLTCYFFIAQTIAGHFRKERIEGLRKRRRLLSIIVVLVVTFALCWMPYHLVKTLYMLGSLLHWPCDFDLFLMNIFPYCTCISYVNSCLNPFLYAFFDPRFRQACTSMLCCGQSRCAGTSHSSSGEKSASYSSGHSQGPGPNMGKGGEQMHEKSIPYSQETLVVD
# MPTP block – blocks calcium-induced mitochondrial swelling | isolated mouse mitochondria, Ca2+ swelling absorbance, 30 min | inhibition, % at 10 µM | actives 1.4% (n = 360,000);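 active = inhibition of 50% or more, scaled per plate between neutral and stimulator controls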;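 note: 0% = DMSO wells given calcium and 100% = 1 mM EGTA wells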
# tim23-1 inh – inhibits growth of tim23-1 mutant yeast; S. cerevisiae tim23-1 growth, BacTiter-Glo luminescence, 24 h; inhibition, % at 20 µM; actives 1.3% (n = 330,000);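 active = growth inhibition of the mutant yeast at or above 50%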;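 note: temperature-sensitive mutant grown at 25 °C; plate controls were DMSO-treated mutant yeast for no effect and medium wells lacking yeast for full effect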
# TIM10 inh – inhibits growth of TIM10 yeast strain; AID 463195; S. cerevisiae TIM10 strain growth, BacTiter-Glo luminescence, 24 h; actives 1.4% (n = 330,000); inhibition, % at 10 µM;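 active = inhibition of 40% or more at the single tested concentration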;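 note: wild-type TIM10 isogenic control strain grown at permissive 25 °C; 0% = DMSO yeast wells and 100% = minimal medium wells without yeast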
# tim10-1 inh – tim10-1 yeast growth inhibition; S. cerevisiae tim10-1 ts strain growth, BacTiter-Glo, 24 h; inhibition, % at 20 µM; actives 2.2% (n = 330,000);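 active = inhibition of at least 40%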;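 note: mutant grown at 25 °C; 0% = DMSO wells with yeast and 100% = wells holding no yeast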
# APJ agonist – APJ receptor agonism | CHO-K1 APJ PathHunter beta-arrestin, luminescence; 0% DMSO wells, 100% apelin | activation, % at 20 µM | actives 0.11% (n = 330,000) | AID 2520;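 active = activation more than six SD over the plate average, tested at 20 µM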;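 note: 0% = DMSO alone and 100% = apelin-13 at 10 nM; some results filed as inactive read as strong as hits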
#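 system = engineered CHO-K1 APJ arrestin reporter cells | input = 1000 cells per well | timing = overnight seeding, 90 min compound at 25 °C, 1 h detection | measured by = enzyme-fragment complementation luminescence | read-out = beta-arrestin recruitment to APJ as agonist activity, luminescent signal | control set = negative DMSO alone, positive Apelin-13 at 10 nM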
# NR3A LBD binder – modulators (binders) of human NR3A ligand-binding domain | NR3A LBD differential scanning fluorimetry, Tm shift; 0% = protein alone, 100% = glycine-bound protein | Tm shift relative to glycine control, % at 25 µM | actives 2.5% (n = 340,000) | AID 1259313;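 active = melting temperature shift of at least 10% of the positive control shift, at one fixed dose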
# NALP3 yeast inh – NALP3 inhibition in yeast. Yeast reconstituted NLRP3/ASC/caspase-1, beta-gal luminescence, 24 h. inhibition, % at 10 µM. actives 0.39% (n = 330,000). AID 2825;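 active = inhibition of 50% or more; inactive = inhibition below 50%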;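 note: plate controls were induced DMSO wells for no effect and uninduced yeast grown without galactose for full effect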
# MIN6 prolif – MIN6 beta-cell proliferation induction | proliferation, % at 10 µM | actives 0.29% (n = 330,000) | MIN6 cells proliferation, ATPlite luminescence, 48 h; cells starved in 0.2% serum; 100% = growth in 10% serum;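 active = compounds whose signal lies at least 3.5 SD above the mean of all wells on their plate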;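 note: 0% = DMSO-treated cells in low-serum medium and 100% = 10% serum control; some compounds called inactive have numbers as strong as hits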
# * = called active by the depositor.
# Short keys – A = APJ antag; B = MPTP block; C = tim23-1 inh; D = TIM10 inh; E = tim10-1 inh; F = APJ agonist; G = NR3A LBD binder; H = NALP3 yeast inh; I = MIN6 prolif
CCCNC(=O)c1ccc(N(Cc2ccccc2)S(C)(=O)=O)cc1
  A: 19.1; B: -1.2; C: 23.8; D: -10.4; E: 10.9; F: -2.7; G: 2.2; H: -3.4; I: -2.4

Cc1c(Cl)cccc1NC(=S)N1CCC(C(N)=O)(N2CCCCC2)CC1
  A: 7.4; B: 1.1; C: 13.7; D: -13.9; E: 3.2; F: -3.2; G: 1.9; H: 1.9; I: -0.7

C=CCNC(=O)CSc1n[nH]c(-c2cc(Cl)ccc2OC)n1
  A: 15.6; B: -0.9; C: 19.9; D: -3.5; E: 24.5; F: -3.2; G: -2.0; H: 6.4; I: -0.5

O=C(CN1C(=O)CC(c2ccco2)Sc2ccccc21)NCc1ccc2c(c1)OCO2 (stereo not drawn)
  A: 9.7; B: -1.4; C: 22.6; D: 20.5; E: 26.4; F: -2.7; G: 1.4; H: 17.5; I: 2.4

CSCCC1NC2(C(=O)Nc3c(C)cc(Cl)cc32)[C@@H]2C(=O)N(C3CCCC3)C(=O)[C@H]12 (stereo partly drawn)
  A: 12.2; B: -1.0; C: 16.8; D: 9.4; E: 24.5; F: -0.5; G: -6.1; H: 9.1; I: -2.5

Cc1cc(O)cc2c1C(=O)/C(=C/c1ccco1)O2
  A: 14.1; B: 0.9; C: 44.4; D: 25.9; E: 21.1; F: -5.2; G: -25.4; H: 9.3; I: -2.6

C=CCn1c(COc2cccc3ccc(C)nc23)nnc1SCC(=O)O
  A: 2.5; B: -1.1; C: -22.1; D: -0.9; E: 9.7; F: -1.8; G: -2.2; H: 4.1; I: -2.5

O=C(CSC(=S)N1CCOCC1)c1cc2ccccc2oc1=O
  A: 19.8; B: -0.2; C: 48.3; D: 26.7; E: 0.8; F: 0.3; G: 0.9; H: -1.6; I: 0.6

COc1cc(Br)c(CCNC(=O)Cc2ccccc2)cc1OC
  A: -0.3; B: -2.1; C: 24.3; D: 7.7; E: 8.3; F: 0.8; G: 3.0; H: 7.6; I: -1.7

CC1CCN(c2nc3nonc3nc2Nc2ccc(F)cc2)CC1
  A: 10.7; B: 73.2*; C: 35.2; D: 44.7*; E: 41.3*; F: 0.4; G: -7.1; H: 4.3; I: -3.7

Cc1cc(NC(=O)c2ccoc2C)no1
  A: 11.0; B: -0.6; C: 12.8; D: -1.9; E: 5.5; F: 1.7; G: -1.2; H: 19.6; I: -2.6

CCCN1C(=O)c2cc(C(=O)NCCc3cccc(C)c3)ccc2C1O (stereo not drawn)
  A: 17.0; B: -1.4; C: -7.4; D: -5.7; E: -7.7; F: -3.5; G: 0.1; H: -1.3; I: 1.2

N#CCc1nn(-c2ccc(F)cc2)c(N)c1C#N
  A: -3.0; B: -1.4; C: -2.3; D: 7.6; E: 7.1; F: -2.9; G: -0.1; H: 14.0; I: 1.7

CCCc1cc(=O)[nH]c(NCCc2ccccc2)n1
  A: 9.5; B: -0.2; C: 8.8; D: -12.9; E: 4.1; F: -2.7; G: -2.4; H: 33.5; I: -2.3

O=C(CN1CCN(Cc2ccccc2)C1=O)NCc1ccc(Cl)cc1
  A: 0.2; B: -0.4; C: -1.0; D: -6.1; E: 3.3; F: 2.3; G: 0.1; H: 24.1; I: 0.4

Cc1ccc(C(=O)CC2C(=O)N(c3ccccc3)C(=S)N2c2ccccc2)cc1 (stereo not drawn)
  A: -5.8; B: 0.1; C: 38.1; D: 21.6; E: 19.7; F: -2.1; G: 1.7; H: 22.4; I: -5.5

O=C(CCn1c(=O)c2sccc2n(CC(=O)OCc2ccccc2)c1=O)NCc1ccccc1
  A: -22.2; B: 0.9; C: 0.8; D: 1.8; E: 3.6; F: 3.1; G: -0.8; H: 11.3; I: 3.0

CCOC(=O)C1(CCc2ccccc2)CCN(C(=O)c2ccoc2)CC1
  A: -9.3; B: -0.7; C: 18.4; D: 1.4; E: 30.5; F: 2.4; G: -1.9; H: 13.9; I: -1.1

CC(OC(=O)CCN1C(=O)c2cccc([N+](=O)[O-])c2C1=O)C(=O)Nc1cc(Cl)cc(Cl)c1 (stereo not drawn)
  A: -6.1; B: 1.9; C: 21.2; D: 5.7; E: 11.4; F: 1.9; G: -2.4; H: 5.9; I: -1.2

Cc1ccc(NC(=O)CN2C(=O)NC3(CCCc4ccccc43)C2=O)c([N+](=O)[O-])c1 (stereo not drawn)
  A: -17.6; B: -1.1; C: -4.9; D: -1.1; E: 3.0; F: -0.3; G: -16.0; H: 12.5; I: -1.7

# (more compounds)
SMILES,APJ antag,MPTP block,tim23-1 inh,TIM10 inh,tim10-1 inh,APJ agonist,NR3A LBD binder,NALP3 yeast inh,MIN6 prolif
Cc1cccc(Nc2nnc(SCC(=O)NCc3cccs3)s2)c1C,-2.4,0.8,5.0,1.1,14.1,-2.5,-2.4,2.8,0.0
CCc1ccccc1NC(=O)CSc1nnc(-c2cc(C)[nH]n2)n1N,23.0,-2.4,14.8,5.5,18.9,1.3,-1.5,-1.7,-1.7
COc1ccc(C(=O)CCC(=O)N2CCN(c3ccc([N+](=O)[O-])cc3)CC2)cc1,-7.6,1.0,-8.3,10.3,14.2,0.4,0.7,9.0,0.4
COc1ccc(F)c(CN2CCC(n3nccc3NC(=O)C3CCOC3)CC2)c1 (stereo not drawn),2.6,0.3,-1.1,-2.6,-2.8,-1.1,-3.0,18.2,-0.6
C[C@H](NC(=O)N1CCC(Cc2ccccc2)CC1)C(=O)O,10.1,-0.6,2.8,-8.1,8.1,0.9,5.5,16.4,-3.7
COc1ccnc(NCc2cccc(C(F)(F)F)c2)c1C#N,12.4,1.5,11.0,16.5,7.5,-5.1,0.0,2.4,-1.3
CCOc1ccc(NC(=O)CCNC(=O)Cn2ccc3ccccc3c2=O)cc1,-5.3,0.5,-8.7,-6.0,-8.3,-1.6,-0.5,7.3,-1.8
O=C(NNc1nccc(C(F)(F)F)n1)Nc1cccc(Cl)c1,13.7,0.4,10.3,-3.8,5.0,-2.4,0.9,0.8,-0.4

# Molecules above that contain an aryl methoxy group:
SMILES,APJ antag,MPTP block,tim23-1 inh,TIM10 inh,tim10-1 inh,APJ agonist,NR3A LBD binder,NALP3 yeast inh,MIN6 prolif
C=CCNC(=O)CSc1n[nH]c(-c2cc(Cl)ccc2OC)n1,15.6,-0.9,19.9,-3.5,24.5,-3.2,-2.0,6.4,-0.5
COc1cc(Br)c(CCNC(=O)Cc2ccccc2)cc1OC,-0.3,-2.1,24.3,7.7,8.3,0.8,3.0,7.6,-1.7
COc1ccc(C(=O)CCC(=O)N2CCN(c3ccc([N+](=O)[O-])cc3)CC2)cc1,-7.6,1.0,-8.3,10.3,14.2,0.4,0.7,9.0,0.4
COc1ccc(F)c(CN2CCC(n3nccc3NC(=O)C3CCOC3)CC2)c1 (stereo not drawn),2.6,0.3,-1.1,-2.6,-2.8,-1.1,-3.0,18.2,-0.6
COc1ccnc(NCc2cccc(C(F)(F)F)c2)c1C#N,12.4,1.5,11.0,16.5,7.5,-5.1,0.0,2.4,-1.3

# Source: PubChem

# The order is random, and some 7.2% of all compounds hit somewhere here.
